GLP-1R agonist: GLP-1 receptor (human) agonism; P43220; HEK293 GLP-1R CRE-luciferase, luminescence, 4-6 h; cells express a hypersensitive GLP-1R form; Potency, µM (series often up to 45.6 µM), without a hit: at the highest dose activation, most hits filed as activators; 0.007% of 380,000 active; further: potency means the concentration at half of the fitted maximal effect; % of control where 0% means no effect
Target sequence (P43220 whole entry, looked up): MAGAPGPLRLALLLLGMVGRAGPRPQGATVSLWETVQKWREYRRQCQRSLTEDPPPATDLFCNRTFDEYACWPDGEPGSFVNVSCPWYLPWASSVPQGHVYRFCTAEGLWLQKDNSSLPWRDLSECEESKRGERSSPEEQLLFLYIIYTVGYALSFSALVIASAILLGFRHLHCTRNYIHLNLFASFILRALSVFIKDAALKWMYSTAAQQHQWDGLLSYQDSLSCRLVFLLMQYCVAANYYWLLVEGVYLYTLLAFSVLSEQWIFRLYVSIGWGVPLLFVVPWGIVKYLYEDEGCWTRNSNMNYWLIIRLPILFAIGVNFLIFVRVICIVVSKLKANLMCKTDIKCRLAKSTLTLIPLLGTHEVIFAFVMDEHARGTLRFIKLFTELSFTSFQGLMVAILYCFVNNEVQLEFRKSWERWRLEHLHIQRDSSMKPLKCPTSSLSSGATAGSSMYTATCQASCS
TDP-43 yeast inh: inhibitors of TDP-43 toxicity in yeast; 1.8% of 410,000 active; TDP-43 expressing yeast growth rescue, BacTiter-Glo, 24 h; Potency, µM (titrated, usually from 46.1 µM), inactives show at the top dose growth rescue (activation), actives largely listed as activators; further: potency means the concentration at half of the fitted maximal effect; % of control where 0% means no effect; nearly all actives have a fitted effect of over 50% in size
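Growth rescue of TDP-43-toxic yeast measured as ATP luminescence (BacTiter-Glo). Cells grown to mid-log in raffinose, induced in galactose at OD600=0.02, exposed to compound 24 hr at 30 deg C.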
aSyn rescue: inhibitors of alpha-synuclein toxicity in yeast | Yeast expressing alpha-synuclein, growth rescue, BacTiter-Glo, 24 h | Potency, µM (titrated, usually from 46.1 µM), without a hit: top-dose growth rescue (activation), actives largely listed as activators | 0.14% of 370,000 active | AID 652106; further: potency means the concentration at half of the fitted maximal effect; % of control where 0% means no effect; nearly all actives have a fitted effect of over 65% in size
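Rescue of yeast growth: cells expressing toxic alpha-synuclein, induced in galactose at OD600 0.02, incubated with compound 24 h at 30 C. ATP luminescence quantified growth; inhibitors of toxicity appear as activators.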
KB-V1 MDR tox: KB-V1 MDR subline cytotoxicity; Potency, µM (top dose mostly 46.1 µM), for the others: at the top dose activity change, negative = cytotoxicity, usual class: cytotoxic; 3.4% of 400,000 active; KB-V1 MDR cells viability, CellTiter-Glo, 72 h; further: potency means the concentration at half of the fitted maximal effect; on the % scale 0 is the no-effect control and ±100 the full control effect; nearly all actives have a fitted effect of over 60% in size
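Luminescent ATP read-out (CellTiter-Glo, 10 min) measures survival of drug-selected KB-V1 MDR cells after 72 h, 37 degrees C compound exposure. Medium: phenol-red-free DMEM, 10% FBS. Values from fitted concentration-response curves.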
D3 antag: blocks the human D3 dopamine receptor; P35462; D3R cells, DiscoveRx beta-arrestin luminescence, antagonist mode; active compounds read low; max response, negative = inhibition, %; 2.5% of 360,000 active; in the data active means max response below about -50%; inconclusive means no clear call, values can overlap the other calls; further: on the % scale 0 is the no-effect control and ±100 the full control effect; mostly tested at two doses, the higher about 12 µM
Target sequence (P35462 whole entry, looked up): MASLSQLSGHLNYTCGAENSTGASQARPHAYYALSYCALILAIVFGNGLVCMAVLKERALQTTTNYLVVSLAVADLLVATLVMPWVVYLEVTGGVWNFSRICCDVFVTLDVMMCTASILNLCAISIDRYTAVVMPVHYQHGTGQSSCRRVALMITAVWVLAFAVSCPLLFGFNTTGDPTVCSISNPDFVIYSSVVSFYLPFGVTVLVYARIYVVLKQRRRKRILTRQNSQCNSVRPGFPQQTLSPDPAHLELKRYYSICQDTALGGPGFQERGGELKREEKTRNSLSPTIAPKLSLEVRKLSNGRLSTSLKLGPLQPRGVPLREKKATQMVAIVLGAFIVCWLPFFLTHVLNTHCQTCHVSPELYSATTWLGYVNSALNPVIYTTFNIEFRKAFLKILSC
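Cells expressing the human receptor were seeded at 1500 cells/well, incubated overnight at 37 degrees C in 5% CO2, then exposed to library compounds with dopamine controls for 90 minutes at 37 degrees C before luminescent detection.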
GLP1R cytotox: cytotoxic in the GLP-1 receptor inverse agonist counter-screen | Potency, µM (series often up to 38.3 µM), for inactives: top-dose activity change, negative = inhibition, hits mostly inhibitors | 0.13% of 410,000 active | HEK293 cAMP-luciferase reporter cells, luminescence, 24 h;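 further: loss of luciferase light is scored as toxicity; potency means the concentration at half of the fitted maximal effect; on the % scale 0 is the no-effect control and ±100 the full control effect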
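MLSMR compounds, 24 hr on cells at 37 deg C/5% CO2; luminescence after luciferase reagent (12 min RT). Inhibition counted as the undesired cytotoxic outcome.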
PTHR1 agonist: PTHR1 (human) receptor agonism. Q03431. HEK293 GP2 PTHR1 cells, GloSensor cAMP luminescence, 1 h. Potency, µM (series often up to 115 µM), for the others: top-dose activation, actives largely listed as activators. 0.075% of 410,000 active; further: potency means the concentration at half of the fitted maximal effect; nearly all actives have a fitted effect of over 55% in size; some results filed as inactive show a strong effect at the top dose; inactives centre near -15; many of its hits are not listed in these tables
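HEK-293-derived GP2 cells expressing PTHR1 and a GloSensor cAMP reporter, 3,000/well, plated overnight, given luciferin plus IBMX (each 0.5 mM as added) for 1 h at 37 °C, then compound for 1 h at 37 °C. Luminescence was read after 15 min at room temperature.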
GLP1R inv ag: GLP-1 receptor (human) inverse agonism; P43220; HEK293 GLP-1R CRE-luciferase, luminescence, 24 h; GLP-1R form is constitutively active; Potency, µM (top dose mostly 38.3 µM), for the others: top-dose activity change, negative = inhibition, most hits filed as inhibitors; 1.6% of 410,000 active; further: potency means the concentration at half of the fitted maximal effect; on the % scale 0 is the no-effect control and ±100 the full control effect; nearly all actives have a fitted effect of over 55% in size
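Using stably transfected HEK293 (constitutively active GLP-1R, cAMP-luciferase reporter), compounds were incubated 24 hr and luciferase measured by luminescence.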
DRD3 agonist: D3 dopamine receptor (human) agonism; P35462; D3R DiscoveRx beta-arrestin cells, luminescence, 90 min; max activation, %; 0.58% of 410,000 active; AID 652048; in the data active means max activation above about 30%; further: 0% is about no effect; mostly tested at two doses, the higher about 12 µM
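Agonist mode: compounds and dopamine controls were applied to plated cells for 90 min at 37 degrees C after an overnight attachment at 1500 cells/well. Luminescent read-out followed 30 - 60 minutes at room temperature with DiscoveRx detection reagent.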
Starred values were filed as active, the others as inactive; i = inactive; ? = inconclusive; . = not tested or not shown; [ ] = remark or other dose. Unless noted, the call rests on the fitted dose curve; in most records, active means well fitted curve in the direction sought with a large enough effect; inconclusive means small, poorly fitted or top-dose-only effect, or another doubt; inactive means no such curve, though single readings can be large; an effect the other way counts as inactive or inconclusive.

SMILES | GLP-1R agonist | TDP-43 yeast inh | aSyn rescue | KB-V1 MDR tox | D3 antag | GLP1R cytotox | PTHR1 agonist | GLP1R inv ag | DRD3 agonist
COc1ccc(/C=N/NC(=O)c2c(C)nc3ccc(Cl)cn23)cc1OC | 5.8% | 0.0% | -1.5% | -9.9% | 10.9 | -10.9% | -23.0% | 12.3% | -2.7
CN(C)c1ccc(C(=O)OCc2cc(=O)n3ccsc3n2)cc1 | 0.4% | ? | 1.3% | -7.3% | -10.9 | 14.6% | i | 3.0% | 4.4
O=C1/C(=C/c2cccnc2)SC(=S)N1Nc1ccccc1 | 1.4% | 17.2% | 10.1% | 0.5% | 2.7 | -7.8% | i | 3.7% | -9.8
Cc1ccc(S(=O)(=O)NN2C(=O)c3ccccc3NC2c2ccccc2)cc1 (stereo not drawn) | 6.7% | -1.3% | 1.3% | 20.4% | 15.4 | -3.2% | -1.3% | ? | 5.2
Cc1ccc(CCNC(=O)CCNS(=O)(=O)c2ccc3c(c2)c(=O)n(C)c(=O)n3C)cc1 | 15.3% | 1.6% | 0.7% | -14.9% | -16.8 | 8.8% | i | 5.4% | -2.9
COc1cc2c(cc1OC)C(c1cc(OC)c(OC)cc1[N+](=O)[O-])N(C(C)=O)CC2 (stereo not drawn) | -2.1% | 11.2% | -5.4% | 4.2% | -1.5 | -1.7% | -22.9% | 8.5% | 1.2
O=C1NC[C@H](Cc2ccccc2)N(CC2CCN(CCC3CCCC3)CC2)C1=O | 3.1% | -15.7% | -5.2% | -8.3% | -22.3 | 0.3% | 13.6% | 2.2% | -38.6
CC1CCN(c2cc3c(cc2F)c(=O)c(S(=O)(=O)c2cccc(Cl)c2)cn3Cc2ccccc2)CC1 | . | 3.3% | . | . | . | -7.8% | -18.9% | 5.7% | 4.7
Cc1ccc(CNC(=O)c2c[nH]c3ccc(S(=O)(=O)Nc4ccc(C(C)C)cc4)cc3c2=O)cc1 | . | 11.1% | . | -0.8% | . | -9.6% | i | ? | 1.3
COc1ccccc1/C=N/NC(=O)CC(=O)NCc1cccnc1 | ? | 6.3% | -7.9% | ? | -1.0 | 1.6% | i | 6.0% | -21.3
COC(=O)c1cccc(C23CC4(C2)[C@H](CN(CC2CCCCC2)[C@@H]4c2ccccc2)C3c2ccccc2)c1 (stereo partly drawn) | -0.5% | 9.5% | 1.1% | 0.0% | 8.5 | -4.3% | i | 0.3% | -4.8
Cc1cccc(OCC(=O)NS(=O)(=O)c2ccc(Br)cc2)c1 | -5.6% | 16.9% | -9.4% | 8.4% | -6.8 | 7.4% | i | ? | -3.0
O=C(CN1CCCN(Cc2cccc(F)c2)S1(=O)=O)Nc1ccc2c(c1)OCCO2 | . | 0.0% | . | -20.7% | . | 1.3% | i | -19.5% | 2.8
COc1cc(/C=C/C(=O)OCC(=O)N2CC(C)OC(C)C2)ccc1OCC#N (stereo not drawn) | -2.6% | 5.9% | 5.6% | 11.9% | 19.8 | -17.7% | -24.1% | 12.5% | 0.7
CC(C)(C)NC(=O)N1CCC(C(=O)O)CC1 | . | 24.6%[9.22 µM] | . | 15.6% | . | -2.2% | i | 7.8% | 5.6
CC(=O)N1CCc2cc(Br)cc(S(=O)(=O)CCC(=O)N3CCN(c4cccc(C)c4C)CC3)c21 | 0.1% | ? | . | -11.5% | . | 0.8% | -51.2%[inhibitor] | 21.4% | 4.6
CCOC(=O)Cc1csc(NC(=O)CSc2nc3sc(C(=O)O)c(C)c3c(=O)[nH]2)n1 | -3.6% | -4.7% | -1.8% | 21.6% | -3.0 | 1.0% | -1.5%[57.5 µM] | 2.9% | 5.3
Cc1cc(=O)[nH]c(SCCOc2ccc3c(c2)CCC3)n1 | 0.7% | 1.7% | -2.4% | 0.4% | 23.8 | 5.5% | i | 0.0% | 5.4
COc1ccc([C@H]2CC(=O)C=C(c3c(C)cc(C)cc3C)C2)cc1 | -0.5% | 23.5% | -0.3% | 0.0% | 4.8 | 15.6% | i | ? | -15.9
O=C(Nn1cnnc1)c1ccccc1CCc1ccccc1 | -1.8% | -13.2% | -14.5% | 23.3% | 10.7 | -13.8% | i | 0.4% | -8.9
Nc1cc(=O)[nH]c(SCC(=O)Nc2ccc(N3CCCCC3)cc2)n1 | -5.1% | 7.2% | -6.4% | ? | 15.8 | -1.6% | ? | 42.5%[activator] | -11.1
C=CCOc1ccc(CNc2nn[nH]n2)cc1OC | -1.1% | -6.0% | -1.8% | -0.1% | 0.1 | 19.1% | -3.9% | 0.0% | -5.2
O=C(O)CC(c1ccc(Cl)cc1)N1C(=O)CCC1=O (stereo not drawn) | -3.2% | -5.1% | -8.4% | 1.1% | -1.0 | -9.7% | i | -0.1% | -1.1
COc1ccccc1-c1noc(-c2ccc(NCCc3ccccc3)c([N+](=O)[O-])c2)n1 | . | 23.2% | . | 19.9% | . | 5.8% | i | 11.7% | 0.8
Cc1c(NC(=O)COc2c(F)c(F)c(F)c(F)c2F)c(=O)n(-c2ccccc2)n1C | 2.7% | -29.5% | -8.3% | 4.3% | 4.1 | 2.6% | i | -1.5% | -10.7
CCN(Cc1ccccc1)C(c1cccc(C#N)c1)c1nnnn1C(C)(C)C (stereo not drawn) | -2.7% | 4.3% | 2.4% | 13µM* | 1.6 | -23.9% | i | ? | 1.6
CCOc1ccc(/C=C(\C#N)C(=O)Nc2sc3c(c2C(=O)OC)C(C(=O)OC)CC3)cc1OC (stereo not drawn) | . | -7.2% | . | 3.8% | . | 1.5% | 28.2% | 8.3% | -9.3
Cc1ccc(-c2cc(C(=O)N3CCN(C(=O)c4ccco4)CC3)no2)cc1 | -13.5% | 4.4% | -3.8% | -23.1% | 17.3 | -18.3% | i | 0.0% | -5.2
COc1ccc(CCNC(=O)c2ccccc2NC(=O)C2=C(C)OCCS2)c(OC)c1 | 6.5% | -4.7% | -17.3% | 0.1% | -8.2 | 1.9% | -21.3% | ? | -2.4
O=C(COC(=O)CNC(=O)c1sc2ccccc2c1Cl)NC1CCS(=O)(=O)C1 (stereo not drawn) | -3.6% | -4.1% | 1.2% | 7.7% | -13.4 | -0.9% | i | 4.9% | -9.5
CCC1CCCCN1S(=O)(=O)c1ccc2c(c1)CCN2C(=O)C1CCC1 (stereo not drawn) | 24.8% | 35.5µM* | 8.3% | ? | 7.0 | -17.2% | -31.2%[inhibitor] | ? | 0.4
COc1ccc(NC(=O)C(CCSC)NC(N)=O)cc1Cl (stereo not drawn) | 1.4% | 0.0%[9.22 µM] | 4.0% | 14.8% | 4.6 | -2.7% | -22.9% | 6.7% | 3.5
CSc1ccccc1C(=O)NC1CCCCC1 | -5.9% | -19.9% | -1.5% | -27.4% | 14.4 | 5.9% | -7.4%[57.5 µM] | 1.3% | -2.5
O=C(CCc1nnc(CCCCc2ccccc2)o1)N1CCC(N2CCCC2)CC1 | -6.4% | 17.1% | 4.5% | ? | 34.9 | 7.3% | i | -0.9% | 10.6
C=CCc1ccccc1OCC(=O)N/N=C/c1ccc(OC(C)=O)cc1OC(C)=O | 0.0% | -7.8% | 12.6µM* | 16.4% | 8.5 | -14.9% | i | ? | 9.9
O=C1NC(=O)C(=C2CCCCCC2)S1 | -12.5% | 2.1% | -3.8% | -20.0% | -17.8 | 12.5% | -0.6% | -5.6% | -6.0
O=C(OCC(=O)c1ccccc1Cl)c1cnccn1 | -0.1% | 1.6% | -1.6% | 5.6% | -22.2 | 0.5% | -9.9% | 15.8% | -8.1
COc1cc2c(cc1NC(=O)C(C)Sc1ccc(NC(C)=O)cc1)oc1ccccc12 (stereo not drawn) | 1.5% | 18.2% | 3.2% | -14.2% | 63.7 | -8.2% | -18.4% | ? | 25.7
Cc1ccc(NC(=O)COC(=O)c2csc3c2CCC(C)C3)cc1S(=O)(=O)N1CCCCC1 (stereo not drawn) | -6.6% | 11.9% | 9.9% | ? | -11.7 | 2.9% | -13.9% | -5.1% | 4.3
Cc1c(C(=O)N2CCN(S(=O)(=O)c3cccs3)CC2)oc2ccc(F)cc12 | -3.7% | 6.9% | -1.9% | -15.8% | 0.9 | 4.9% | -13.4% | 7.2% | 0.2

An excerpt from above in order of formula weight, lowest first.
SMILES | GLP-1R agonist | TDP-43 yeast inh | aSyn rescue | KB-V1 MDR tox | D3 antag | GLP1R cytotox | PTHR1 agonist | GLP1R inv ag | DRD3 agonist
CSc1ccccc1C(=O)NC1CCCCC1 | -5.9% | -19.9% | -1.5% | -27.4% | 14.4 | 5.9% | -7.4%[57.5 µM] | 1.3% | -2.5
Cc1c(C(=O)N2CCN(S(=O)(=O)c3cccs3)CC2)oc2ccc(F)cc12 | -3.7% | 6.9% | -1.9% | -15.8% | 0.9 | 4.9% | -13.4% | 7.2% | 0.2
C=CCc1ccccc1OCC(=O)N/N=C/c1ccc(OC(C)=O)cc1OC(C)=O | 0.0% | -7.8% | 12.6µM* | 16.4% | 8.5 | -14.9% | i | ? | 9.9
Cc1ccc(NC(=O)COC(=O)c2csc3c2CCC(C)C3)cc1S(=O)(=O)N1CCCCC1 (stereo not drawn) | -6.6% | 11.9% | 9.9% | ? | -11.7 | 2.9% | -13.9% | -5.1% | 4.3

Additional records follow.
SMILES | GLP-1R agonist | TDP-43 yeast inh | aSyn rescue | KB-V1 MDR tox | D3 antag | GLP1R cytotox | PTHR1 agonist | GLP1R inv ag | DRD3 agonist
COCCSc1nnc(NC(=O)c2ccc([N+](=O)[O-])cc2)s1 | -1.3% | ? | 0.3% | -1.0% | 26.5 | 8.2% | -15.1% | 3.5% | 2.4
CN1CCN(S(=O)(=O)c2cccc(C(=O)N(C)C(c3ccccc3)c3ccccc3)c2)CC1 | -12.5% | 6.4% | 1.1% | ? | -0.1 | 7.0% | i | -10.1% | -3.5
CCOc1ccccc1Nc1ncnc2c1cnn2-c1ccc(C)cc1 | . | 21.0% | . | -6.1% | . | -0.9% | -6.4% | ? | 10.9
NC(=O)C1(N2CCCCC2)CCN(Cc2ccccc2Cl)CC1 | 3.5% | -11.3% | -1.9% | ? | -22.6 | -15.5% | ? | -35.9% | -15.9

Some of the compounds tested; count on the stated rates, not on these rows.
